Screening data from PubChem BioAssay.
697 NFkB inh: lowers PMA/ionomycin-induced NF-kB signal in 697 B cells | 697 B-cell NF-kB luciferase reporter, 16 h | inhibition, % at 4 µM | hit rate 0.33% among 330,000; in the data active = inhibition above about 35%
XBP1 UPR activ: adaptive UPR (XBP1) activation; CHO-XBP1 luciferase reporter, IRE1-XBP1 UPR activation, luminescence; percent of tunicamycin response, DMSO as zero; activation, % at 20 µM; hit rate 0.33% among 330,000;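 active = versus positive control, 20 µM dose yields 30% or more activation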;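 note: 100% = tunicamycin at 10 µg/mL and 0% = DMSO only wells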
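Material: CHO cell line with stable XBP1 luciferase reporter; schedule: 16-18 h cell attachment at 37 °C, then 6 h compound exposure; signal: glow luminescence from Steady-Glo reagent; medium: serum-containing F12 medium, 10% FBS; benchmarks: tunicamycin 10 µg/mL and vehicle-only wells; read-out: percent activation relative to tunicamycin reference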
APJ antag: blocks the human apelin receptor APJ; inhibition, % at 20 µM; CHO-K1 APJ beta-arrestin complementation, luminescence; AID 2521; P35414; hit rate 0.32% among 330,000;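 active = inhibition above about 40% at 20 µM, limit read from the data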;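 note: cells challenged with 10 nM apelin-13 agonist together with compound; plate controls were apelin-13 plus DMSO wells for no effect and DMSO wells lacking apelin-13 for full effect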
Target sequence (P35414 whole entry, looked up): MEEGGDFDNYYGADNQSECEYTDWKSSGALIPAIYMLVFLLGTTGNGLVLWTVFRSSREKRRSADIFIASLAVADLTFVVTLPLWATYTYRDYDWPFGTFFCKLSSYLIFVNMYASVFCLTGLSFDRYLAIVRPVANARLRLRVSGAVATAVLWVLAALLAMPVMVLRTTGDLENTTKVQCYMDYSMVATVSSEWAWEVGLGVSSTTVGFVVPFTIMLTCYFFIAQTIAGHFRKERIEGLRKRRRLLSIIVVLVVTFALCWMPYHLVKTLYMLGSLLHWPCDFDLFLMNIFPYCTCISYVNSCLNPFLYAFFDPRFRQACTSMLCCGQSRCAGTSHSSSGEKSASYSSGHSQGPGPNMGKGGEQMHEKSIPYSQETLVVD
Mdm2-MdmX inh: human Mdm2/MdmX binding inhibition. SaOS-2 split-luciferase Mdm2/MdmX complementation, luminescence. inhibition, % at 8 µM. hit rate 3% among 330,000. AID 485346;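 active = inhibition of at least 50% at 8 µM in the primary screen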
APJ ag: APJ receptor agonism | P35414 | CHO-K1 APJ PathHunter beta-arrestin, luminescence; 0% DMSO wells, 100% apelin | activation, % at 20 µM | hit rate 0.11% among 330,000 | AID 2520;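 active = activation more than six SD over the plate average, tested at 20 µM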;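 note: 0% = DMSO alone and 100% = apelin-13 at 10 nM; some results filed as inactive read as strong as hits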
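Test system: CHO-K1 APJ beta-arrestin complementation cell line. Amount: cell density 1000 per well. Controls: DMSO negative, 10 nM Apelin-13 positive. Signal: luminescent beta-gal fragment complementation, chemiluminescent substrate. Read-out basis: agonist-driven arrestin binding to APJ. Timing: compound stimulation 90 min at 25 °C, detection 60 min.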
tim23-1 inh: inhibits growth of tim23-1 mutant yeast; hit rate 1.3% among 330,000; inhibition, % at 20 µM; S. cerevisiae tim23-1 growth, BacTiter-Glo luminescence, 24 h; AID 463212;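 active = growth inhibition of the mutant yeast at or above 50%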;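 note: temperature-sensitive mutant grown at 25 °C; plate controls were DMSO-treated mutant yeast for no effect and medium wells lacking yeast for full effect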
UPR CHOP act: apoptotic UPR (CHOP) activation; AID 449763; CHO-CHOP luciferase reporter, luminescence; percent of tunicamycin response over DMSO baseline; hit rate 0.34% among 330,000; activation, % at 10 µM;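 active = at 10 µM dose, activation of 40% or more, normalized to positive control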;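 note: 100% = tunicamycin at 10 µg/mL and 0% = DMSO alone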
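Test system: CHO CHOP reporter cells. Input: 500 CHO-CHOP cells per well. Medium: F12 with 10% FBS. Technique: luciferase luminescence. Measure: percent activation relative to tunicamycin control. Dosing: 10 µM compound, 0.5% DMSO. Timing: 16-18 h cell attachment, then 6 h compound exposure, 37 °C.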
Jurkat NFkB inh: inhibitors of the PMA/ionomycin-induced NF-kB reporter in Jurkat cells; PMA/ionomycin-induced NF-kB luciferase reporter, luminescence; inhibition, % at 4 µM; hit rate 0.53% among 330,000; AID 435003; in the data active = inhibition above about 50%
* = called active by the depositor.

Each structure is followed by: 697 NFkB inh	XBP1 UPR activ	APJ antag	Mdm2-MdmX inh	APJ ag	tim23-1 inh	UPR CHOP act	Jurkat NFkB inh
NS(=O)(=O)c1ccc(-c2ccc(C=O)o2)cc1
 : 13	-4	-42	-12	2	13	1.4	-6
CCn1c(SCC(=O)Nc2ccc(OC)c(OC)c2)nnc1-c1c[nH]c2ccccc12
 : -6	-2	-6	21	4	-5	-1.0	-14
CC1(NC(=O)NCCCCCCNC(=O)NC2(C)CCS(=O)(=O)C2)CCS(=O)(=O)C1 (stereo not drawn)
 : -19	-7	7	-25	3	5	-0.5	-3
CCOC(=O)N1CCN(C(=O)CN(C2CCCCC2)S(=O)(=O)c2ccc(C)cc2)CC1
 : -1	-1	-10	3	-1	16	-0.5	-8
CCOC(=O)C(C)Oc1cccc2c(=O)n(CC(=O)Nc3ccc(OCC)cc3)ccc12 (stereo not drawn)
 : 1	-2	19	10	0	4	-2.2	8
c1ccc(-c2nc(C3CCCCC3)no2)cc1
 : -28	1	3	-31	-4	8	2.7	-39
COc1ccc(-n2c(=S)[nH]c3sc4c(c3c2=O)CCN(C)C4)cc1
 : 9	2	-10	-1	-2	6	0.5	-9
Cc1nonc1CN(C)C(=O)CC1C(=O)NCCN1Cc1ccc(F)c(F)c1 (stereo not drawn)
 : 7	1	4	6	-3	16	-0.9	7
N#Cc1ccc(C(=O)OCC(=O)Nc2ccc(N3CCOCC3)cc2)cc1
 : -9	2	-9	2	-1	-9	-1.1	-10
CCN1C(=NCCCCO)N[C@@H](c2cccc(C(F)(F)F)c2)C(C(=O)OC)=C1C
 : -13	0	17	16	2	-2	-0.6	-2
CCOC(=O)C1CCCN(C(=O)c2cc3c(-c4cccc(OC)c4)nn(C)c3s2)C1 (stereo not drawn)
 : -15	0	12	42	1	9	-2.4	55*
O=C(CCn1c(=O)[nH]c2ccccc2c1=O)NCCCN1CCN(c2cccc(Cl)c2)CC1
 : 12	1	-3	24	-1	8	0.9	-4
CC(C)(C)c1nnc(SCC(=O)Nc2ccc(N3CCCCC3)cc2)n1N
 : -51	0	13	-23	-1	14	3.0	-41
CCC(C(=O)OCC(=O)NC(=O)c1ccccc1OC)c1ccccc1 (stereo not drawn)
 : -5	2	15	1	5	31	1.7	11
Cc1cc(N2CCN(C)CC2)nc(-c2ccccc2O)n1
 : 1	-1	3	-7	-8	-19	-0.1	3
Cc1cccc(NC(=O)c2ccccc2SCc2ccc(F)cc2)n1
 : 7	3	3	17	-5	11	1.3	7
COc1ccc(/C=N/n2c(-c3cccs3)n[nH]c2=S)cc1
 : 21	-4	2	20	1	42	-0.4	19
C/C(=N\NC(=S)Nc1cccc(C)c1)c1cc2ccccc2o1
 : 5	-2	-8	6	-4	35	0.8	5
CC(=O)c1cccc(NC(=O)c2ccc3c(c2)CCN3S(=O)(=O)c2ccccc2)c1
 : -32	-5	7	25	5	16	4.4	-12
CC(=O)NN1C(=O)/C(=C\c2ccc(C)cc2)SC1=S
 : 14	-1	2	-22	-1	15	1.6	-1
Cc1cccc(C(=O)Nc2ccc(C(=O)c3ccccc3)cc2)c1
 : -18	1	1	-4	4	29	3.5	-8
CCOC(=O)c1nnn(CC(=O)Nc2cccc(Cl)c2C)c1C(=O)OCC
 : -14	0	16	9	0	10	-1.4	14
Cn1cc(C(N)=O)c2ccccc21
 : 8	-2	2	-14	-2	1	-1.3	-5
Cc1ccc(N2CC(C(=O)Nc3ccccc3OC(F)F)CC2=O)cc1 (stereo not drawn)
 : 12	-3	1	-12	-2	18	0.2	7
COc1cccc(C2C(C(=O)OC(C)C)=C(C)Nc3ncnn32)c1 (stereo not drawn)
 : -1	2	-11	30	-4	5	0.8	11
COc1ccc(NC(=O)C2CCC(CNC(=O)[C@@H]3Cc4ccccc4CN3)CC2)cc1 (stereo partly drawn)
 : -1	0	2	6	4	7	-0.5	5
CCc1ccc(NC(=O)C2CCN(S(=O)(=O)c3ccc4c(c3)NC(=O)C(C)S4)CC2)cc1 (stereo not drawn)
 : 9	-3	-32	43	2	5	8.0	26
CCCCCN(C(=O)CCC(=O)OCCOc1ccc(OCC)cc1)c1c(N)n(CCCC)c(=O)[nH]c1=O
 : 32	-3	-20	9	-4	7	-0.7	-1
Cc1cccc(C)c1NC(=O)NC1(C(=O)N2CCN3CCCC3C2)CCCCC1 (stereo not drawn)
 : 4	-4	-6	16	0	7	3.3	-1
O=C(OCC(=O)N1CCc2ccccc2C1)c1ccc(OC(F)F)cc1
 : 12	-2	-4	7	-3	36	1.1	-10

Sorted by length of the SMILES (rising): part of the list above.
Each structure is followed by: 697 NFkB inh	XBP1 UPR activ	APJ antag	Mdm2-MdmX inh	APJ ag	tim23-1 inh	UPR CHOP act	Jurkat NFkB inh
Cc1cccc(NC(=O)c2ccccc2SCc2ccc(F)cc2)n1
 : 7	3	3	17	-5	11	1.3	7
CCC(C(=O)OCC(=O)NC(=O)c1ccccc1OC)c1ccccc1 (stereo not drawn)
 : -5	2	15	1	5	31	1.7	11
CC(C)(C)c1nnc(SCC(=O)Nc2ccc(N3CCCCC3)cc2)n1N
 : -51	0	13	-23	-1	14	3.0	-41

Gathered by group: the entries above with a furan ring, fused or not.
Each structure is followed by: 697 NFkB inh	XBP1 UPR activ	APJ antag	Mdm2-MdmX inh	APJ ag	tim23-1 inh	UPR CHOP act	Jurkat NFkB inh
NS(=O)(=O)c1ccc(-c2ccc(C=O)o2)cc1
 : 13	-4	-42	-12	2	13	1.4	-6
C/C(=N\NC(=S)Nc1cccc(C)c1)c1cc2ccccc2o1
 : 5	-2	-8	6	-4	35	0.8	5

Next results.
Each structure is followed by: 697 NFkB inh	XBP1 UPR activ	APJ antag	Mdm2-MdmX inh	APJ ag	tim23-1 inh	UPR CHOP act	Jurkat NFkB inh
COc1ccc(CCNC(=O)C2CCC(=O)N(C3CCCCCC3)C2)cc1 (stereo not drawn)
 : 11	-2	-7	-7	-3	15	1.3	15
CN(Cc1nc2ccc(F)cc2[nH]1)Cc1nc(CC2CC2)no1
 : -3	-3	-3	22	0	6	-1.7	6
Nc1cccc(C(=O)Nc2ccco2)c1
 : 5	-2	-14	-5	-2	13	-1.1	1
CCOc1ccccc1N1CCN(CC(=O)N(CC(C)C)c2c(N)n(CC(C)C)c(=O)[nH]c2=O)CC1
 : 20	1	6	-8	0	4	0.0	-3
CC(C)Oc1ccc(C(=O)Nc2ccccc2N2CCOCC2)cc1
 : -2	2	-5	12	-3	5	-1.8	-6
COc1cccc(N2CC(NC(=O)c3ccc4ccccc4c3)CC2=O)c1 (stereo not drawn)
 : 23	-3	-15	23	-7	-8	0.1	13
O=C(Cn1nnc(-c2ccccc2)n1)N1CCCCC1
 : -8	-6	-16	-8	-2	-3	3.0	-16
COC(=O)c1ccc2c(=O)n(CCN3CCOCC3)c(SCC(=O)Nc3cccc(OC)c3)nc2c1
 : 3	-1	6	-1	1	19	-0.3	24
Cc1ccc(Cn2c(=N)c(C(=O)NCCN3CCOCC3)cc3c(=O)n4ccccc4nc32)cc1
 : -3	-4	29	25	-1	-5	-0.3	21
Oc1c(CN2CCN(c3ccccn3)CC2)cc(Cl)c2cccnc12
 : -58	11	36	72*	-11	46	-10	34
CCCCCNCc1ccc(OCc2ccc(Cl)nc2)c(OC)c1
 : 21	0	-5	14	0	21	0.2	-1
COc1ccc(-c2nnc(SCc3ccccc3F)o2)cc1OC
 : -28	17	16	-45	-1	-1	0.0	-30
N#Cc1c(NC(=O)c2ccccc2)sc2c1CCC2
 : -250	2	4	-85	-2	9	4.8	-59
CCn1ncc(C2=NOC(C(=O)Nc3cccnc3)C2)c1C (stereo not drawn)
 : 33	-1	-19	0	-3	13	0.5	12
CCC(=O)c1ccc(OCC(=O)NCc2ccccc2CN2CCCC2)cc1
 : -5	2	-8	5	-3	6	-2.1	-15
CCCn1c(N)c(C(=O)CSc2nc3ccccc3c(=O)n2-c2ccc(OC)cc2)c(=O)[nH]c1=O
 : 18	-1	4	6	-2	-8	-0.1	16
O=C(c1cc2ccccc2o1)N1CCC(N2CCC(C(=O)N3CCCC3)CC2)CC1
 : 9	1	16	2	-3	-6	-0.7	21
NS(=O)(=O)c1ccc(-c2cccc(/C=C3\SC(=O)NC3=O)c2)cc1
 : -3	-1	5	7	-2	-1	0.1	4
COc1ccc(N2CCN(C(CNC(=O)OCc3ccccc3)c3ccco3)CC2)cc1 (stereo not drawn)
 : -24	-1	2	-29	1	29	0.3	-3
O=C1/C(=C/c2cccs2)SC(=S)N1CCCC(=O)N(CCO)c1ccccc1
 : -14	2	-5	53*	-3	19	2.3	-5
O=C(CCl)c1cc2c3c(c1)CC(=O)N3CCC2
 : 13	-13	19	77*	0	48	-8.1	13
CCOC(=O)c1cc(NC(=O)COC)ccc1O
 : -5	-1	-20	-8	-1	4	1.2	-6
COc1cc(C)c(C(C)C)cc1S(=O)(=O)N1CCOCC1
 : 13	0	0	-12	3	9	-0.5	-4
COc1cccc(CCc2nc3ccccc3c(=O)n2N)c1
 : -26	1	-20	-7	-5	3	3.4	-19
COc1ccc(CCNCC(O)c2ccccc2)cc1 (stereo not drawn)
 : -6	-2	-10	-12	-3	0	-0.3	-8
CN1CCN(C(=O)CSc2nc3ccc(NC(=O)c4ccccc4F)cc3s2)CC1
 : -2	2	5	2	-3	5	1.4	-11
O=C(COC(=O)c1ccc(O)cc1)NCCC1=CCCCC1
 : -6	1	0	23	-5	9	1.2	-8
COc1ccccc1N1C(C)=CC(=C(C#N)c2nc3ccccc3s2)C=C1C
 : -34	-8	-3	37	1	27	0.1	-4
Cc1cc(C(=O)OCC(=O)N(CC(C)C)c2c(N)n(Cc3ccccc3)c(=O)[nH]c2=O)c2ccccc2n1
 : 2	-4	16	-2	0	-4	0.7	11
Cc1ccc(Nc2nc(N)nc(COC(=O)c3ccc(Br)o3)n2)cc1
 : -75	5	20	4	2	29	4.2	-18
COc1cccc(Nc2nnc(SCC(=O)Nc3sccc3C(N)=O)s2)c1
 : 3	-2	-18	30	4	3	0.6	12
OC(COCc1ccc(Cl)cc1)CN1CCc2ccccc2C1 (stereo not drawn)
 : 15	-4	5	15	-1	10	1.0	13
COc1ccc(CCNC(=O)COC(=O)c2cccs2)cc1OC
 : 6	-3	11	17	-1	16	-2.4	3
Cc1nc2ccccn2c1C(=O)NCc1cccnc1
 : 13	-3	15	21	0	-7	-0.4	-5
Cc1cc(NC(=O)CCN2C(=O)/C(=C/c3ccccc3F)SC2=S)no1
 : 19	1	9	22	0	-23	0.6	3
CCN(CC)C(=O)CSCc1cnn(-c2ccccc2)c1-n1cccc1
 : 8	-2	-15	25	-5	32	-2.0	14
COC(=O)C1=C(C)NC(C)=C(C(=O)OC)C1c1ccc(-c2cccc([N+](=O)[O-])c2)o1
 : -14	3	2	33	-4	3	-0.3	14
O=C1CC(C(F)(F)C(F)(F)C(F)(F)C(F)F)=Nc2ccccc2N1
 : -5	0	-17	-1	-2	16	-2.1	-23
COc1cc2c(cc1OC)C(c1cc(C)ccc1C)CC(=O)N2 (stereo not drawn)
 : 8	-3	6	9	-3	20	-1.5	0
Cc1ccc(NC2CCCN(C(=O)c3cnc4ccccn4c3=O)C2)cc1C (stereo not drawn)
 : -8	-4	-2	8	-3	-7	-1.2	-4
NS(=O)(=O)c1ccc(CCNC(=O)CN2CCN(c3ccccc3O)CC2)cc1
 : 6	1	-15	4	0	2	-0.4	5
Cc1cc(C(=O)OCC(=O)Nc2c(Cl)cccc2C(F)(F)F)c(C)o1
 : 5	-2	4	13	-8	6	0.8	-2
Cc1c(CC(=O)N2CCN(C(=O)C3COc4ccccc4O3)CC2)c(=O)oc2c(O)c(O)ccc12 (stereo not drawn)
 : 6	3	-30	0	13	5	-0.5	12
